MKP-3 inhibition: inhibition of rat DUSP6 enzyme activity – biochemical, in vitro, primary screen (AID 425); recombinant MKP-3 phosphatase activity, fluorescence; higher % means a stronger effect; one-dose inhibition, % at 20 µM; IC50 in µM for titrated hits; 0.17% of 110,000 active; in the data active means inhibition above about 50%;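 further: plate controls were vehicle for no effect and reference inhibitor for full effect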
Hsp70 inhibitors: Hsp70 inhibitors, probe displacement, primary screen, biochemical, fluorescence polarization (AID 583); Hsp70 fluorescence polarization probe displacement, mP; higher % means a stronger effect; one-dose displacement, % at 20 µM; IC50 in µM for titrated hits; 0.06% of 140,000 active; in the data active means displacement above about 50%;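 further: plate controls were vehicle for no effect and reference ligand for full effect; a part of the inactive calls stands beside numbers as strong as those of hits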
Numbers without * were called inactive; nt = no result given; & = joins results of further samples.

MKP-3 inhibition | Hsp70 inhibitors | mol
-5% | 1.9% | O=C(CC1S/C(=N\N=C2/CCCc3ccccc32)NC1=O)Nc1ccccc1F (stereo not given)
3% | -3.1% | Brc1ccc(-c2nc(-c3ccccn3)no2)cc1
-7% | 0.3% | O=C(CSc1n[nH]c(-c2ccncc2)n1)Nc1ccccn1
nt | 5.3% | Cc1ccc(S(=O)(=O)N2CCCN(S(=O)(=O)c3ccc4ccccc4c3)CC2)cc1
-2% | 2.3% | Cc1cc(/C=C(/C#N)c2cccc(F)c2)c(C)n1-c1cccnc1
-6% | -2.3% | CCn1nc(NC(=O)c2ccncc2)c2cc3cccc(C)c3nc21
nt | 0.2% | Cc1ccc(C(=O)Nc2ccc(O)cc2C(=O)O)cc1C
-8% | -1.3% | Cc1cc(-c2ccco2)n(CC(=O)O)n1
-10% | -0.1% | Cn1c(CN2CCOCC2)nc2cc(NC(=O)c3ccc(F)cc3)ccc21
-3% | -3.5% | Cn1c(=O)[nH]c(=O)c2c1nc(N1CCCCCC1)n2Cc1cccc2ccccc12
4% | 0.8% | COc1ccc(OC)c(NC(=O)c2ccc3c(c2)C(=O)N(c2ccc(Cl)cc2)C3=O)c1
-3% | 9.9% | COC(=O)c1ccc(C(=O)Nc2cc(Cl)ccc2Cl)cc1NC(=O)COc1ccc(F)cc1
nt | 2.2% | Cc1ccc(Nc2nc3c(c(=O)[nH]2)CCCC3)cc1
9%&-3% | -0.4%&-6.8% | O=C(c1ccc(Cl)cc1)c1ccccc1C(=O)N1CCOCC1
nt | 0.2% | Cc1ccc(C)c(C(=O)CN2C(=O)c3ccccc3S2(=O)=O)c1
-4% | 2.5% | COc1ccccc1CNC(=O)C(NC(=O)C1CCCCC1)C(C)C (stereo not given)
13% | -23% | O=C(NCc1ccco1)c1cc(-c2ccco2)nc2ccccc12
2% | 5.0% | O=C(NN1C(=O)/C(=C/C=C/c2ccccc2[N+](=O)[O-])SC1=S)c1ccccc1Br
1% | -1.4% | O=c1c2ccccc2c2ccccc2c(=O)n1Cc1cccnc1
nt | 2.1% | Oc1ccc(/C=N/Nc2nccnc2Cl)cc1
0% | 2.4% | Cc1cc(Cl)cc(C(=O)Nc2ccc([N+](=O)[O-])cc2Cl)c1O
-14% | -0.1% | CCOC(=O)Cc1cc(=O)n2[nH]c(C)cc2n1
-5% | 3.0% | CCS(=O)(=O)c1nc2ccccc2n1CC(=O)N1CCOCC1
nt | -5.3% | Cn1cc(Br)c(C(=O)N2CCN(c3cccc(Cl)c3)CC2)n1
nt | 3.9% | CSc1nsc(SCc2ccc(Cl)cc2)n1
nt | 0.4% | O=C(CSc1nc(-c2ccco2)cc(C(F)(F)F)n1)Nc1ccc(C(=O)N2CCOCC2)cc1
18% | 0.6% | CNC(=O)Oc1ccc2c(c1)[C@]1(C)CCN(C)[C@@H]1N2C
2% | 5.6% | O=[N+]([O-])c1cccc(-c2noc(CCc3ccccc3)n2)c1
nt | -2.3% | Cc1cc(C)c(C#N)c(Nc2ccccc2)n1
1% | nt | O=C(NC1(C(F)(F)F)NC(=O)N(Cc2cccnc2)C1=O)c1ccncc1 (stereo not given)

Copied from above for reference:
MKP-3 inhibition | Hsp70 inhibitors | mol
13% | -23% | O=C(NCc1ccco1)c1cc(-c2ccco2)nc2ccccc12
2% | 5.0% | O=C(NN1C(=O)/C(=C/C=C/c2ccccc2[N+](=O)[O-])SC1=S)c1ccccc1Br
1% | -1.4% | O=c1c2ccccc2c2ccccc2c(=O)n1Cc1cccnc1
nt | 2.1% | Oc1ccc(/C=N/Nc2nccnc2Cl)cc1
0% | 2.4% | Cc1cc(Cl)cc(C(=O)Nc2ccc([N+](=O)[O-])cc2Cl)c1O
-14% | -0.1% | CCOC(=O)Cc1cc(=O)n2[nH]c(C)cc2n1
-5% | 3.0% | CCS(=O)(=O)c1nc2ccccc2n1CC(=O)N1CCOCC1
nt | -5.3% | Cn1cc(Br)c(C(=O)N2CCN(c3cccc(Cl)c3)CC2)n1
nt | 3.9% | CSc1nsc(SCc2ccc(Cl)cc2)n1
nt | 0.4% | O=C(CSc1nc(-c2ccco2)cc(C(F)(F)F)n1)Nc1ccc(C(=O)N2CCOCC2)cc1
18% | 0.6% | CNC(=O)Oc1ccc2c(c1)[C@]1(C)CCN(C)[C@@H]1N2C
2% | 5.6% | O=[N+]([O-])c1cccc(-c2noc(CCc3ccccc3)n2)c1
nt | -2.3% | Cc1cc(C)c(C#N)c(Nc2ccccc2)n1
1% | nt | O=C(NC1(C(F)(F)F)NC(=O)N(Cc2cccnc2)C1=O)c1ccncc1 (stereo not given)

Remaining list, next part
MKP-3 inhibition | Hsp70 inhibitors | mol
-5% | 3.5% | CCOc1ccc2[nH]cc(C(=O)N3CCN(CC)CC3)c(=O)c2c1
-4% | -3.1% | COc1ccccc1NC(=O)c1ccc(NS(C)(=O)=O)cc1
-7% | -2.3% | O=C(Nc1ccc(Cl)cn1)c1ccc(-c2ccc([N+](=O)[O-])cc2)o1
6%&4% | -8.7%&1.0% | CCN1C(=O)c2cccc3c(NC(=O)c4ccc(S(=O)(=O)N(C)C)cc4)ccc1c23
-12% | 13% | Cc1nc2ccccn2c1/C(O)=C1\C(=O)C(=O)N(CCN(C)C)C1c1cccnc1 (stereo not given)
12% | 4.9% | CCOC(=O)c1[nH]c(C)c(C(=O)NCc2ccc(Cl)cc2)c1C
nt | 2.3% | Nc1c(C(O)(C(F)(F)F)C(F)(F)F)cc(C(O)(C(F)(F)F)C(F)(F)F)c2ccccc12
2% | 2.5% | COC(=O)Nc1ccc(S(=O)(=O)N2C(C)CCCC2C)cc1 (stereo not given)
1% | -0.9% | CCOc1cccc(C2CC(=O)Nc3c2cc(Br)c2ccccc32)c1 (stereo not given)
-1% | 2.9% | O=C(Nc1ccc2ccccc2c1)c1cccc(Cl)c1Cl
-2% | -1.7% | CCC(C)n1c(-c2cccs2)nc2nc3ccccc3nc21 (stereo not given)
0% | 1.4% | O=C1CC(c2ccco2)Cc2nc(N3CCN(Cc4ccc5c(c4)OCO5)CC3)ncc21 (stereo not given)
-6% | -1.2% | O=C(Cn1ncc2c1-c1ccccc1OC2)Nc1ccc(S(=O)(=O)N2CCCCC2)cc1
-11% | 2.2% | O=C(Cn1cnc2c(cnn2-c2ccc(F)cc2)c1=O)NCCc1ccccc1
-11%&2% | 0.3%&-2.5% | O=C(COc1ccccc1)Nc1ccc(S(=O)(=O)N2CCOCC2)cc1
0% | 5.8% | O=C(Cc1ccc(F)cc1)N(c1ccccc1)C1C=CS(=O)(=O)C1 (stereo not given)
nt | -13% | O=Cc1cn(-c2ccccc2)nc1-c1cc2c(ccc3ccccc32)oc1=O
-2% | -1.6% | O=C(NC(=S)Nc1ccc([N+](=O)[O-])cc1O)c1ccccc1
3% | 4.6% | CCS(=O)(=O)C(=C1NCCO1)S(=O)(=O)CC
2% | 3.2% | Cc1cc(OCC(=O)O/N=C(\N)c2ccc(Cl)cc2)ccc1Br
-10% | 1.4% | CC(C(=O)NC(=O)NCc1ccccc1)N1C(=O)c2ccccc2C1=O (stereo not given)
-3% | -2.1% | CC1(C)C/C(=N\N)c2cc(=O)[nH]nc2C1
nt | 3.6% | C=CCOn1c(C)c(C(C)=O)c2c3nonc3ccc21
nt | 0.4% | Cc1ccc(N(CC(=O)NC2CCCC2)C(=O)c2c(C)noc2C)cc1C
nt | 2.4% | Cn1c(SCC(=O)NC(C)(C)C)nnc1-c1cnccn1
-2% | 2.1% | CC(CCc1ccccc1)NCc1ccncc1 (stereo not given)
-9% | -5.7% | COc1ccc2c(=O)c(N3C(=O)c4ccccc4C3=O)c(C)oc2c1
10% | -12% | CN(C)c1ccc(/C=C2\SC(=Nc3ccc(O)cc3)NC2=O)cc1
6% | 2.0% | CCCN(CCC)Cc1c(C(=O)OCC)nnn1-c1nonc1N
-2% | -4.1% | O=C(NCCCN1CCOCC1)/C(=C/c1ccc(-c2ccc(Br)cc2)o1)NC(=O)c1ccccc1

Next part:
MKP-3 inhibition | Hsp70 inhibitors | mol
-6% | -0.8% | CCCN(CCC)C(=O)C(CC)c1ccccc1 (stereo not given)
-4% | -0.9% | CC(C)(C)C(=O)NC(NC(=S)Nc1ccccc1)C(Cl)(Cl)Cl (stereo not given)
-2% | 9.6% | O=C(/C=C\Nc1ccccc1O)c1ccc2c(c1)OCO2
nt | 1.9% | O=C(CCCCCn1c(=S)[nH]c2ccccc2c1=O)N1CCOCC1
-6% | -3.6% | CCOC(=O)c1cc(C#N)c(NCc2ccccc2)nc1C
-5% | 44% | O=C(c1ccco1)N(CCCN1CCOCC1)c1nc(-c2ccc(F)cc2)cs1
nt | 0.4% | c1cnc2c(OCc3cn4cccnc4n3)cccc2c1
0% | nt | COc1ccc(-c2cc(C(=O)NC(C)C)no2)cc1
-10% | -0.6% | COC(=O)C(NC(=O)c1ccccc1)=C1C=C(C)OC(C)=C1
2% | -3.1% | O=C(Nc1ccc(Cl)c(Cl)c1)c1ccc(I)cc1
1% | -3.8% | O=C1c2ccccc2C(=O)N1Cc1nc2ccccc2o1
nt | 0.8% | COc1ccc(N2CCN(c3oc(Cc4cccc5ccccc45)nc3C#N)CC2)cc1
0% | -2.0% | O=C(/C=C/c1ccc(/C=C/C(=O)c2cccc(N3C(=O)C=CC3=O)c2)cc1)c1cccc(N2C(=O)C=CC2=O)c1
3% | 0.0% | CCSc1nc(O)c(C2OC(=O)c3c2ccc(OC)c3OC)c(=O)n1-c1ccccc1 (stereo not given)
-1% | -5.7% | O=C1/C(=C/c2ccc(Cl)c(Cl)c2)SC(=S)N1Cc1ccco1
8% | 24% | CCn1cc(/C=C2\C(=O)NC(=O)N(c3ccc(Cl)cc3)C2=O)c2ccccc21
-5% | -6.6% | Cc1cc(C)n(-c2nc(-c3cccc(Cl)c3)cs2)n1
0% | -3.3% | CC(C)C(NC(=O)/C(=C\c1ccc2c(c1)OCO2)NC(=O)c1ccccc1)C(=O)O (stereo not given)
2% | -2.6% | Cc1cc(C)c(NC(=O)C2C3CCC4C(CCC32)C4(Cl)Cl)c(C)c1 (stereo not given)
2% | -4.6% | COC(=O)C(NC(=O)c1ccc(C)cc1)C12CC3CC(CC(C3)C1)C2 (stereo not given)
-2% | 4.9% | CCNCC(O)COCC(O)CNCC (stereo not given)
-9% | 2.1% | CCCCCCn1c(NCC)nc2c1c(=O)n(C)c(=O)n2C
-4% | 6.8% | Cc1cc(C)nc(N(C#N)Cc2ccccc2Cl)n1
2% | 12% | O=C1C(=O)c2ccccc2/C1=C\c1cccc2ccccc12
nt | -2.0% | Brc1ccc2[nH]c3c(N4CCc5ccccc5C4)ncnc3c2c1
1% | 2.7% | COc1cc(OC)c([N+](=O)[O-])cc1C=O
-3% | 6.3% | CCN(CC)CCCN(Cc1cc2cc(OC)ccc2[nH]c1=O)C(=O)Nc1ccc(F)cc1
5% | -0.7% | O=C(CN(CCc1ccccc1)C(=O)CN1C(=O)COc2ccccc21)NCc1ccco1
9% | 13% | Clc1ccc(OCc2nn3c(-c4ccco4)nnc3s2)c(Cl)c1
nt | 5.2% | CCOC(=O)c1sc2nc(CC(=O)OC)nc(NCCN(CC)CC)c2c1C

Some of these compounds in order of their number in Hsp70 inhibitors, ascending:
Compound,Hsp70 inhibitors
O=C(NCCCN1CCOCC1)/C(=C/c1ccc(-c2ccc(Br)cc2)o1)NC(=O)c1ccccc1,-4.1%
O=C(NC(=S)Nc1ccc([N+](=O)[O-])cc1O)c1ccccc1,-1.6%
C=CCOn1c(C)c(C(C)=O)c2c3nonc3ccc21,3.6%

Further records:
MKP-3 inhibition | Hsp70 inhibitors | mol
4% | 0.3% | O=C(Nc1ccc(-c2nc3cc(Cl)cc(Cl)c3o2)cc1)c1cccc([N+](=O)[O-])c1
nt | -6.1% | O=C(CSc1nc(-c2ccco2)cc(C(F)(F)F)n1)N1CCN(c2ccc(Cl)cc2)CC1
-10% | 1.9% | Cc1cccnc1NC(=O)c1c(O)c2cccc3c2n(c1=O)CCC3
nt | -1.0% | CCN(C(=O)Cn1c(=O)oc2ccccc21)C1CCS(=O)(=O)C1 (stereo not given)
-1% | 1.2% | COc1ccc(NC(=O)C2CC(O)CN2C(=O)OCc2ccccc2)cc1 (stereo not given)
9% | 0.2% | N#Cc1nc(-c2cccs2)oc1NCc1ccc2c(c1)OCO2
1% | 2.9% | COc1ccc(CN2CCN(C3CCN(Cc4ccccc4)CC3)CC2)cc1OCc1ccccc1
nt | 3.8% | Cc1occc1-c1nnc(SCC(=O)N(C)C)o1
8% | 1.8% | CCOc1ccc(NC(=O)C2CC2(c2cccc(OC)c2)c2cccc(OC)c2)cc1 (stereo not given)
nt | 4.5% | CCN(CC)CCCNC(=O)C1CCCN(c2nnc(N3CCCC3=O)s2)C1 (stereo not given)
0% | 2.9% | COc1cccc(C2NC(=S)NC(C)=C2C(=O)Nc2cccc(C)c2)c1OC (stereo not given)
nt | -1.0% | O=c1[nH]c2cc3c(cc2cc1CN(Cc1nnnn1C1CCCC1)C1CCCC1)OCCO3
3% | -2.0% | COc1ccc(C)cc1NC(=O)CN1CCN(CC(=O)Nc2ccccc2F)CC1
nt | 3.0% | O=C(C1CCCN(S(=O)(=O)c2cccc3nonc23)C1)N1CCN(c2ccccc2Cl)CC1 (stereo not given)
nt | 4.8% | OC1C2(Cc3ccccc3)CN3CCN(C2)CC1(Cc1ccccc1)C3 (stereo not given)
-2% | 2.5% | O/N=C1\CCC\C1=C/c1ccco1
3% | -1.5% | O=C(c1ccco1)N1CCN(C(c2cccs2)c2sc3ncnn3c2O)CC1 (stereo not given)
nt | 3.5% | COc1ccc(S(=O)(=O)Nc2ccc(NC(C)=O)cc2)cc1
-9% | nt | COc1ccc(C(=O)c2no[n+]([O-])c2C(=O)c2ccc(OC)cc2)cc1
-2% | -2.6% | Cc1cc(C)n2nc(SCC(=O)c3cc(C)n(-c4cc(C)on4)c3C)nc2n1
4% | -2.5% | COc1ccc(-n2nc(C(=O)NCC(=O)NCC3CCCO3)c3ccccc3c2=O)c(OC)c1 (stereo not given)

From PubChem

This is a subset, so the mix of outcomes need not match the whole.
